D1 ag: activates the human D1 dopamine receptor; P21728; HEK293 T-REx D1 cells, calcium flux, agonist mode; activation, % at 2 µM; actives 1% (n = 360,000); note: 0% is about no effect
Target sequence (P21728 whole entry, looked up): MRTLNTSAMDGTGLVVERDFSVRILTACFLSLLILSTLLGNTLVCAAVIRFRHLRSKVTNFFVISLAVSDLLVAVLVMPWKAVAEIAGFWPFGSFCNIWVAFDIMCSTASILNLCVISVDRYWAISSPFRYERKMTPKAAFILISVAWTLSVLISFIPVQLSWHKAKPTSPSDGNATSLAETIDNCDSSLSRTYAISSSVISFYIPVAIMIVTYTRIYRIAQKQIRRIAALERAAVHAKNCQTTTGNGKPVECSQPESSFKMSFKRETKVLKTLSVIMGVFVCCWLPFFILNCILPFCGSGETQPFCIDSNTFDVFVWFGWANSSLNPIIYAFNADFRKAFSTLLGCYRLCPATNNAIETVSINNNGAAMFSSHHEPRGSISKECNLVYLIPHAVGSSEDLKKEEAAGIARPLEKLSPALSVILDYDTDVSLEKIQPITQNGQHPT
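Inducible HEK293 T-REx D1 cells, force-coupled to calcium signalling, were plated at 4000 cells/well with tetracycline and held overnight at 30 C. After no-wash calcium dye loading, compound-evoked calcium rise over 180 s flagged agonists.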
D2 potentiator: positive allosteric modulators of human D2 dopamine receptor | actives 0.34% (n = 340,000) | HEK293 T-REx D2, calcium flux, EC20 dopamine potentiation | potentiation, % at 10 µM | AID 485347;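 active = potentiation over 3 SD above the plate norm, cut at about 30% in these data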; note: 0% is about no effect
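Cells plated with tetracycline inducer and held overnight at 30 C; calcium dye loaded 30–90 min at room temperature; baseline taken, compound added and read 180 s; EC20 dopamine then added and read 180 s.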
D2 agonist: D2 dopamine receptor (human) agonism; P14416; HEK293 T-REx D2 cells, calcium flux agonist mode; activation, % at 2 µM; actives 0.53% (n = 340,000); AID 485358;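 active = activation over 3 SD above normal in the single-dose calcium agonist read, cut at about 30% in these data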; note: 0% is about no effect
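Agonism is scored from calcium flux in a force-coupled, inducible HEK293 cell line expressing D2, read kinetically for 180 s after compound addition against dopamine controls.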
RXFP1 antag: RXFP1 (human) relaxin receptor antagonism; Q9HBX9; HEK293-RXFP1, relaxin-stimulated cAMP HTRF, 30 min; hits give low values; activity change, negative = inhibition, % at 57.5 µM; actives 0.59% (n = 350,000); AID 1259400;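 active = activity change of -60% or lower, but not beyond a set lower limit; inconclusive = change between -60% and -40%, or beyond the set limit; inactive = change above -40%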; note: % is set by controls: 0 for no effect and ±100 for the full control effect
TRHR PAM: allosteric enhancers of human TRH receptor | enhancement, % at 2 µM | TRHR cells, fluo-8 calcium fluorescence, EC20 TRH enhancement | AID 493056 | actives 0.66% (n = 360,000); in the data active = enhancement above about 30%; note: 0% is about no effect
Target sequence (P34981 whole entry, looked up): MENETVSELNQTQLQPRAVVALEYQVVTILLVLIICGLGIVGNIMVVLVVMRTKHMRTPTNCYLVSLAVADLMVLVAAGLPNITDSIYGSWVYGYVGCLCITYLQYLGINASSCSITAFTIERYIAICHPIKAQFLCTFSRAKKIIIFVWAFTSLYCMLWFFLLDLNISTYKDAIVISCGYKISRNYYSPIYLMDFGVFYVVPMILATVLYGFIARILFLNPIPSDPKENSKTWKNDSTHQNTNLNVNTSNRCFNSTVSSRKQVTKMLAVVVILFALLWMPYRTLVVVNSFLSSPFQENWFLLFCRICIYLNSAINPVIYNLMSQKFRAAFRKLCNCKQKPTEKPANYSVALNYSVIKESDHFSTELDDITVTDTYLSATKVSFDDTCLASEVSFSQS
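Enhancer read-out: after compound pinning and an initial kinetic agonist-mode read, an EC20 of TRH (10 nM final) was injected and fluo-8 calcium signal (Ex 480/Em 530) followed at 1 s/cycle for 100 cycles in TRHR-expressing cells.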
D2 antag: antagonizes the human D2 dopamine receptor | P14416 | actives 2% (n = 340,000) | HEK293 TREx D2 cells, calcium flux, dopamine EC80 | inhibition, % at 10 µM | AID 485344; in the data active = inhibition above about 30%; note: 0% is about no effect
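Antagonism is scored as inhibition of an EC80 dopamine-evoked calcium signal in a force-coupled, tetracycline-inducible HEK293 T-REx D2 line, with compound present 180 s before agonist.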
TRHR agonist: TRH receptor (human) agonism | activation, % at 2 µM | P34981 | AID 493084 | actives 0.18% (n = 360,000) | TRHR cells, calcium flux fluo-8, FDSS agonist mode; note: 0% is about no effect
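Agonist-mode FDSS calcium read (Ex 480/Em 530, 1 s cycles) in 1536-well TRHR cells with fluo-8 dye, after 10-cycle baseline and 23 nL compound addition; TRH at EC20 (10 nM final) added afterwards for the enhancer phase.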
D1 PAM: human D1 dopamine receptor positive modulation; HEK293 TREx D1 cells, calcium flux, dopamine EC20 potentiation; potentiation, % at 10 µM; actives 0.036% (n = 360,000); in the data active = potentiation above about 30%; note: 0% is about no effect
D1 antag: blocks dopamine activation of the human D1 receptor; HEK293 TREx D1 cells, calcium flux, dopamine EC80; hits give low values; P21728; activity change, negative = inhibition, % at 10 µM; AID 504652; actives 3.2% (n = 360,000); in the data active = activity change below about -30%; note: % is set by controls: 0 for no effect and ±100 for the full control effect
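Antagonism measured as reduced calcium response to an EC80 dopamine addition following 180 s compound pre-read; cells were inducible HEK293 Trex D1 plated overnight at 30 C, read kinetically at 1 cycle/sec.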
* hit, by the source's call; & = joins results of further samples. Cut-off read from the data, not from the text of the source, unless noted: active = activation above about 30%; inactive = the rest.

Screening CCN1C(=O)[C@H]2[C@@H](c3ccc(C)cc3)N3C(=O)N(c4ccc(C)cc4)C(=O)[C@@]3(CC)[C@H]2C1=O returned D1 ag 0, D2 potentiator -11, D2 agonist 0.7, TRHR PAM 5, D2 antag -3, TRHR agonist -0.1, D1 PAM -1 and D1 antag -2.
CC(C)CNC(=O)COc1ccc(Sc2ccc(OCC(=O)NCC(C)C)cc2)cc1 was read as D1 ag 15, D2 potentiator 1, D2 agonist 2.1, RXFP1 antag -6, TRHR PAM -6, D2 antag 9, TRHR agonist 1.7, D1 PAM -3 and D1 antag -27.
For CN1CCN(S(=O)(=O)c2cccc(C(=O)Nc3cc(C(F)(F)F)ccc3N3CCCC3)c2)CC1 the results were D1 ag 2, D2 potentiator 5, D2 agonist 0.4, RXFP1 antag -15, TRHR PAM -10, D2 antag 4, TRHR agonist 0.1, D1 PAM -4 and D1 antag -5.
`CCOc1ccc(CCNC(=O)c2ccc(CNS(=O)(=O)c3ccccc3)cc2)cc1OCC` gave D1 ag 4, D2 potentiator 3, D2 agonist 0.9, RXFP1 antag 6, TRHR PAM -6, D2 antag -21, TRHR agonist 0.5, D1 PAM -6 and D1 antag -6.
CCN(c1ccccc1)S(=O)(=O)c1nnc(NC(=O)c2ccccc2OC)s1 was read as D1 ag 2&0, D2 potentiator 4&6, D2 agonist 0.1&0.2, RXFP1 antag inconclusive, TRHR PAM 6&-5, D2 antag -17, TRHR agonist 0.3&0.0, D1 PAM -4&-2 and D1 antag -4&-18.
Cc1ncc([N+](=O)[O-])n1CC(=O)N/N=C/c1ccccc1F was read as D1 ag 3, D2 potentiator -3, D2 agonist 0.9, RXFP1 antag 13, TRHR PAM 3, D2 antag -7, TRHR agonist 0.5, D1 PAM 1 and D1 antag 7.
Cc1cccc(C)c1OCCn1c(CCNC(=O)C2CCCCC2)nc2ccccc21 was read as D1 ag 13, D2 potentiator 3, D2 agonist -0.2, RXFP1 antag -12, TRHR PAM -5, TRHR agonist 0.5, D1 PAM 3 and D1 antag 0.
Screening CSCC[C@H](NC(=O)[C@H](Cc1ccccc1)n1c(=O)[nH]c2ccccc2c1=O)C(=O)N1CCC[C@H]1C(=O)O returned D1 ag 2, D2 potentiator -6, D2 agonist 0.0, TRHR PAM 5, D2 antag -10, TRHR agonist 0.3, D1 PAM -1 and D1 antag -18.
COC(=O)c1ccc(C(=O)OC)c(NC(=O)CN(c2ccccc2)S(=O)(=O)N(C)C)c1 was read as D1 ag 3&2, D2 potentiator 12&-12, D2 agonist 0.7&0.4, RXFP1 antag -23, TRHR PAM 5&-20, D2 antag -2, TRHR agonist 0.3&0.2, D1 PAM -7&0 and D1 antag -11&-8.
`Cc1cccc(N2CCN(C(=O)c3cnn4c(C(F)F)cc(-c5ccccc5)nc34)CC2)c1C` gave D1 ag 1, D2 potentiator 5, D2 agonist 0.2, TRHR PAM -1, D2 antag -11, TRHR agonist 0.7, D1 PAM 6 and D1 antag -16.
Cc1cc(=O)n2[nH]c(C(F)(F)F)c(-c3ccccc3)c2n1 was read as D1 ag 2, D2 potentiator -8, D2 agonist -1.8, RXFP1 antag 3, TRHR PAM 13, D2 antag 6, TRHR agonist 0.1, D1 PAM 9 and D1 antag 13.
For CS(=O)(=O)N1N=C(c2ccco2)CC1c1ccccc1 (stereo not drawn) the results were D1 ag 0, D2 potentiator -1, D2 agonist 0.2, TRHR PAM -2, D2 antag -5, TRHR agonist -0.5, D1 PAM 0 and D1 antag 0.
Screening O=C1CN(C(=O)/C=C/c2ccco2)c2ccccc2N1 returned D1 ag 1, D2 potentiator 1, D2 agonist -0.2, RXFP1 antag 1, TRHR PAM 5, D2 antag 5, TRHR agonist -0.2, D1 PAM 4 and D1 antag -1.
`CC(=O)Nc1cccc(-c2nnc(SCC(=O)N3CCCCC3)n2C)c1` gave D1 ag 3, D2 potentiator 8, D2 agonist -0.2, RXFP1 antag 5, TRHR PAM 5, D2 antag -1, TRHR agonist -1.3, D1 PAM 1 and D1 antag 18.
For O=C(O)c1ccc(N2CCc3ccccc32)c([N+](=O)[O-])c1 the results were D1 ag 0, D2 potentiator 0, D2 agonist 0.4, RXFP1 antag -1, TRHR PAM -1, D2 antag 7, TRHR agonist 0.1, D1 PAM -1 and D1 antag 5.

Ordered by count of non-hydrogen atoms (lowest first): some entries from above
For CS(=O)(=O)N1N=C(c2ccco2)CC1c1ccccc1 (stereo not drawn) the results were D1 ag 0, D2 potentiator -1, D2 agonist 0.2, TRHR PAM -2, D2 antag -5, TRHR agonist -0.5, D1 PAM 0 and D1 antag 0.
For O=C(O)c1ccc(N2CCc3ccccc32)c([N+](=O)[O-])c1 the results were D1 ag 0, D2 potentiator 0, D2 agonist 0.4, RXFP1 antag -1, TRHR PAM -1, D2 antag 7, TRHR agonist 0.1, D1 PAM -1 and D1 antag 5.
Cc1ncc([N+](=O)[O-])n1CC(=O)N/N=C/c1ccccc1F was read as D1 ag 3, D2 potentiator -3, D2 agonist 0.9, RXFP1 antag 13, TRHR PAM 3, D2 antag -7, TRHR agonist 0.5, D1 PAM 1 and D1 antag 7.
CCN(c1ccccc1)S(=O)(=O)c1nnc(NC(=O)c2ccccc2OC)s1 was read as D1 ag 2&0, D2 potentiator 4&6, D2 agonist 0.1&0.2, RXFP1 antag inconclusive, TRHR PAM 6&-5, D2 antag -17, TRHR agonist 0.3&0.0, D1 PAM -4&-2 and D1 antag -4&-18.
`CCOc1ccc(CCNC(=O)c2ccc(CNS(=O)(=O)c3ccccc3)cc2)cc1OCC` gave D1 ag 4, D2 potentiator 3, D2 agonist 0.9, RXFP1 antag 6, TRHR PAM -6, D2 antag -21, TRHR agonist 0.5, D1 PAM -6 and D1 antag -6.

(cont.)
Screening Cc1cc2c(cc1S(=O)(=O)NC1CCCCC1C)OCC(=O)N2 (stereo not drawn) returned D1 ag 1, D2 potentiator 1, RXFP1 antag -4, TRHR PAM 5, TRHR agonist -0.9, D1 PAM 7 and D1 antag -19.
`Cc1ccc(CNc2ncc(-c3ccccc3)n2C)o1` gave D1 ag 2, D2 potentiator -14, D2 agonist -1.1, RXFP1 antag 1, TRHR PAM -7, D2 antag -24, TRHR agonist 0.9, D1 PAM -6 and D1 antag -11.
For Cc1c(NC(=O)c2ccc(NC(=O)C3CC3)cc2)cccc1C(=O)O the results were D1 ag 2, D2 potentiator 0, D2 agonist 0.8, RXFP1 antag 5, TRHR PAM 5, D2 antag -13, TRHR agonist 0.9, D1 PAM -4 and D1 antag 6.
For Cc1cc(C)c2c(C)c(C(=O)Nc3c(C)n(C)n(-c4ccccc4)c3=O)oc2c1 the results were D1 ag 0, D2 potentiator -4, D2 agonist 1.3, RXFP1 antag 0, TRHR PAM -6, D2 antag -5, TRHR agonist 0.1, D1 PAM -1 and D1 antag -20.
Screening C=CCSc1nsc(NC(=O)Nc2cccc(C(C)=O)c2)n1 returned D1 ag 34*, D2 potentiator 4, D2 agonist 3.4, RXFP1 antag -14, TRHR PAM -7, D2 antag -5, TRHR agonist 2.6, D1 PAM -5 and D1 antag -32*.
For Cn1c(=O)c2c(nc(NCc3ccccc3)n2Cc2ccc(F)cc2)n(C)c1=O the results were D1 ag 10, D2 potentiator 11, D2 agonist 0.1, TRHR PAM 1, D2 antag 0, TRHR agonist -1.0, D1 PAM 3 and D1 antag 2.
For O=C1Nc2ccc(S(=O)(=O)NCCCO)c3cccc1c23 the results were D1 ag 4, D2 potentiator 2, RXFP1 antag 1, TRHR PAM 0, TRHR agonist 1.7, D1 PAM 9 and D1 antag 3.
COc1ccc(C2(O)CCN(C(=O)NC3CCCCC3)CC2)cc1 was read as D1 ag -1, D2 potentiator 3, D2 agonist 0.5, RXFP1 antag 15, TRHR PAM 4, D2 antag 4, TRHR agonist 0.1, D1 PAM 0 and D1 antag 8.
COc1ccc(CCNC(=O)CNC(=O)c2nn(-c3ccc(OC)c(OC)c3)c(=O)c3ccccc23)cc1OC was read as D1 ag -3, D2 potentiator 5, D2 agonist 0.8, RXFP1 antag 15, TRHR PAM -3, D2 antag -11, TRHR agonist -0.3, D1 PAM -1 and D1 antag -5.
`CC1CCCC(C)N1C(=O)COC(=O)CNC(=O)c1ccccc1F` (stereo not drawn) gave D1 ag 0, D2 potentiator 14, D2 agonist -0.2, RXFP1 antag -1, TRHR PAM 3, D2 antag 8, TRHR agonist 0.8, D1 PAM -8 and D1 antag 6.
For O=C(NCc1ccccc1Br)C1CCCO1 (stereo not drawn) the results were D1 ag 2, D2 potentiator -2, D2 agonist -0.1, RXFP1 antag -2, TRHR PAM 1, D2 antag 0, TRHR agonist 0.9, D1 PAM -3 and D1 antag -7.
CC(C)(Oc1ccc(Cl)cc1)C(=O)N(Cc1ccccc1)c1ccccn1 was read as D1 ag 1, D2 potentiator 5, D2 agonist -1.4, RXFP1 antag -12, TRHR PAM 15, D2 antag 13, TRHR agonist -0.1, D1 PAM -1 and D1 antag 5.
`COc1ccccc1CNC(=O)c1ccc(Cl)c(NC2=NC3CS(=O)(=O)CC3S2)c1` (stereo not drawn) gave D1 ag 2, D2 potentiator -1, D2 agonist 1.1, RXFP1 antag -12, TRHR PAM -7, D2 antag 10, TRHR agonist 0.0, D1 PAM -1 and D1 antag 18.
Screening O=C(CNCC1CCCO1)N1CCCc2ccccc21 (stereo not drawn) returned D1 ag 2, D2 potentiator -13, D2 agonist -1.2, RXFP1 antag 1, TRHR PAM -4, D2 antag -12, TRHR agonist 0.0, D1 PAM -9 and D1 antag -26.
`O=C(N/N=C/C(Cl)=C/c1ccccc1)c1ccco1` gave D1 ag 2, D2 potentiator 0, D2 agonist 0.1, RXFP1 antag -39, TRHR PAM 6, D2 antag -12, TRHR agonist -0.3, D1 PAM -3 and D1 antag 0.
`Cc1ccc(S(=O)(=O)c2c(C)cc(C)[nH]c2=O)c(C)c1` gave D1 ag 1, D2 potentiator -1, D2 agonist 0.3, RXFP1 antag 10, TRHR PAM 6, D2 antag 1, TRHR agonist -0.2, D1 PAM -6 and D1 antag -2.
CC(C)CNC(=O)COC(=O)/C=C/c1ccco1 was read as D1 ag 1, RXFP1 antag -3, TRHR PAM -5, TRHR agonist 0.3, D1 PAM -4 and D1 antag 5.
`O=S(=O)(NCCSc1nnnn1-c1ccccc1)c1ccc(F)cc1` gave D1 ag 3, D2 potentiator -6, D2 agonist 0.4, TRHR PAM -7, TRHR agonist -2.4, D1 PAM -1 and D1 antag -2.
O=C1c2cnc3nc(SCc4ccc(Cl)cc4)nn3c2CC2c3ccccc3CCN12 (stereo not drawn) was read as D1 ag 0, D2 potentiator 1, D2 agonist 0.3, RXFP1 antag 2, TRHR PAM 14, D2 antag -1, TRHR agonist 0.1, D1 PAM -10 and D1 antag 4.
Screening CC(C)C(C(=O)O)N1C(=O)/C(=C/C=C/c2ccco2)SC1=S (stereo not drawn) returned D1 ag 5, D2 potentiator 16, D2 agonist -1.2, TRHR PAM 0, D2 antag -4, TRHR agonist 1.8, D1 PAM 0 and D1 antag 46.
For COc1ccc(CN(C)CC(O)COc2ccc(C(=O)c3ccccc3)cc2)c(OC)c1OC (stereo not drawn) the results were D1 ag 21, D2 potentiator 2, D2 agonist 0.8, RXFP1 antag -20, TRHR PAM -4, D2 antag 0, TRHR agonist -0.1, D1 PAM -7 and D1 antag -22.

Bioassay records from PubChem BioAssay.
